# CAL PDZ FP: inhibitors of human CAL PDZ peptide binding; Q9HD26; purified CAL PDZ, TMR-peptide fluorescence polarization, 1 h; inhibition, % at 20 µM; actives 0.02% (n = 330,000); AID 504414;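 active = highest replicate inhibition of at least 40%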;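 also: plate controls were DMSO neutral control wells for no effect and unlabeled competitor peptide control wells for full effect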
#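 System: purified tagged CAL PDZ domain construct (CerCALP). Schedule: 1 h incubation at room temperature before polarization reading. Medium: 25 mM sodium phosphate pH 7.4, 150 mM NaCl, TCEP, IgG, Thesit. Read-out: percent inhibition from loss of millipolarization. Measured by: FP readout, S and P plane fluorescence. Probe or stimulus: fluorescent TMR peptide probe.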
# DAGLB inh: blocks human DAGLB lipase activity. actives 0.059% (n = 340,000). HEK293T DAGLB membrane lysate, EnzChek fluorogenic substrate. Q8NCG7. inhibition, % at 5.17 µM; in the data active = inhibition above about 34%;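 also: 0% = enzyme with vehicle and 100% = wells lacking enzyme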
# Target sequence (Q8NCG7 whole entry, looked up): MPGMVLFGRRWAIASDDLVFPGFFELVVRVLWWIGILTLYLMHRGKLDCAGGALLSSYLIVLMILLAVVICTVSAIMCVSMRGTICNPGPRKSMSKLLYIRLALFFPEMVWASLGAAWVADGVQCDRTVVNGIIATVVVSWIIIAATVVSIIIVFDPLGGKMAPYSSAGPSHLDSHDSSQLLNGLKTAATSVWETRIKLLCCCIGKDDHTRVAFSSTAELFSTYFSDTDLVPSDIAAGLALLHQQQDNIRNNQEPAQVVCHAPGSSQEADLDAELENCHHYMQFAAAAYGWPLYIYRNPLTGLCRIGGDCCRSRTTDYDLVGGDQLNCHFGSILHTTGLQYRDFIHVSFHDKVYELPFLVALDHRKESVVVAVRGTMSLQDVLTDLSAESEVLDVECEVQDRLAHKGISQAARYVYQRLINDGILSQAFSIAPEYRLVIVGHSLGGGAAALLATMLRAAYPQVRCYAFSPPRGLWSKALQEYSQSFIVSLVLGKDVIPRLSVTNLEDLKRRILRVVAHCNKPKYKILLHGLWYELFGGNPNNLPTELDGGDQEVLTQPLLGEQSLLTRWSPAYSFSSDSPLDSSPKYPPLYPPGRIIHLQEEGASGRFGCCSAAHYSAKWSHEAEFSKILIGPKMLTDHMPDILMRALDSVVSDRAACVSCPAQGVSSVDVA
# Tat transport: E. coli Tat transport inhibition. inhibition, % at 10 µM. E. coli MC4100 TorA-mCherry Tat export, fluorescence. actives 0.036% (n = 340,000);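 active = mean replicate inhibition at least 50% and at least half of replicates individually reaching 50%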;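 also: exported cargo escapes ClpAP degradation while cytoplasmic cargo is degraded and loses fluorescence; 0% = median of neutral control wells and 100% = median of NaSCN control wells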
# Rtt109 Vps75: blocks Candida albicans Rtt109/Vps75 acetyltransferase activity | AID 540336 | inhibition, % at 34.9 µM | Q5AAJ8 | purified Rtt109/Vps75, ThioGlo CoA-SH fluorescence, 4 h | actives 0.16% (n = 330,000);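 active = inhibition of at least 50% in every replicate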
# Target sequence (Q5AAJ8 whole entry, looked up): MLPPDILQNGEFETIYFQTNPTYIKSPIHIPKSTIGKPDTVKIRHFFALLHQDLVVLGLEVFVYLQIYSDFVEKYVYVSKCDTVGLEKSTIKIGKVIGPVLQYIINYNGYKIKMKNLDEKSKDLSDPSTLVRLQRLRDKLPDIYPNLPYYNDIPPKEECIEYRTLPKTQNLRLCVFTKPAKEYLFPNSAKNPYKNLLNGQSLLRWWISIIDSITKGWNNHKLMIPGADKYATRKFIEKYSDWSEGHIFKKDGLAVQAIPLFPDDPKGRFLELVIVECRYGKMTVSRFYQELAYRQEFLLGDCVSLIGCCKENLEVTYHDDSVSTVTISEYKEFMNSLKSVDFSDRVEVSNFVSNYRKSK
# PfHsp90 set2: growth inhibition of yeast expressing Plasmodium Hsp90. S. cerevisiae expressing PfHsp90, BacTiter-Glo ATP, 48 h; yeast lacking PDR1 and PDR3 efflux regulators. inhibition, % at 9.4 µM. actives 0.32% (n = 310,000). AID 504621;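 active = every replicate shows inhibition above about 80%, whatever the replicate mean, limit read from the data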;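 also: 0% = DMSO neutral controls and 100% = 20 µM radicicol positive controls; yeast relying on Plasmodium falciparum Hsp90 in place of its own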
# AddAB inh: less growth of phage-infected E. coli with AddAB. E. coli expressing H. pylori AddAB, absorbance growth. AID 435030. inhibition, % at 11.9 µM. actives 0.29% (n = 330,000); in the data active = inhibition above about 12%;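 also: 0% = vehicle wells of infected cells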
# E coli growth: counter-screen for AddAB inhibitors: E. coli growth inhibition | E. coli V3065 growth, OD600 absorbance, 18 h | AID 449728 | actives 0.27% (n = 330,000) | inhibition, % at 11.9 µM;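 active = inhibition above the campaign's mean inhibition across all tested compounds plus 3 SD, cut at about 9.9% in these data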;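 also: uninfected addAB+ strain grown without phage in ampicillin broth; 0% = DMSO wells and 100% = ciprofloxacin 0.95 µg/ml wells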
# PvdQ acylase: P. aeruginosa PvdQ acylase inhibition; AID 488965; actives 0.063% (n = 340,000); inhibition, % at 10 µM; purified PvdQ acylase, fluorescence plate reader; in the data active = inhibition above about 30%, passing the limit was not always enough;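 also: 0% = vehicle neutral wells and 100% = reference inhibitor wells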
# Wnt act: activates Wnt/beta-catenin signaling in a reporter cell assay; activation, % at 9.35 µM; activator, plate reader; actives 1.2% (n = 300,000); AID 743398; in the data active = activation above about 30%, passing the limit was not always enough;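 also: 0% = neutral control wells and 100% = positive control wells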
# phage Ecoli inh: E. coli growth loss with phage present; AID 651602; growth absorbance; inhibition, % at 11.9 µM; actives 0.26% (n = 360,000); in the data active = inhibition above about 11%
# An asterisk follows results filed as active; . = no result given.
Structure	CAL PDZ FP	DAGLB inh	Tat transport	Rtt109 Vps75	PfHsp90 set2	AddAB inh	E coli growth	PvdQ acylase	Wnt act	phage Ecoli inh
O=C(Nc1ccc2c(c1)OCCO2)c1cccc(Cl)c1Cl	0.1	-3	-10	7	-9	2.1	1.9	14	15	-2.2
Cc1cc(NC(=O)c2cncc(Br)c2)no1	-0.2	-2	2	2	23	4.4	-0.1	7	.	2.9
CCOc1ccc(CNC(=O)CCSCc2ccccc2F)cc1OC	-1.8	1	15	19	8	1.2	-0.7	0	13	-0.8
CN1C(=O)c2cccc(NCCCN3C(=O)c4ccccc4C3=O)c2C1=O	-1.8	-2	3	.	14	0.4	1.9	-15	-1	2.8
Cc1noc(NS(=O)(=O)c2ccc(NC(=O)c3cc(S(=O)(=O)Nc4ccc(F)cc4)ccc3Cl)cc2)c1C	-0.8	9	0	16	11	.	.	12	6	1.6
O=C(c1cccs1)N1CCN(C(=O)c2ccco2)c2ccccc2C1	-0.8	1	-11	3	8	1.5	0.1	-13	.	1.3
O=S(=O)(N1CCOCC1)n1cnc2ccccc21	0.0	-4	2	-1	14	-0.3	-0.8	-15	.	1.2
Cc1cccc(N2C(N)=C(C#N)C(C#N)(C#N)C2c2ccccc2)c1 (stereo not given)	0.3	2	10	10	8	0.9	-1.4	-14	.	1.3
Cc1ccc(NC(=O)CN(C)C(=O)CSc2nc(C)cc(C)n2)cc1	0.1	-2	4	4	41	0.9	2.1	13	1	1.2
CC(C)C(=O)c1cn(CC(=O)NCc2ccc3c(c2)OCO3)c2ccccc12	-0.2	-3	0	-6	-9	-3.0	-0.9	-3	-3	1.3
COc1ccc(C(=O)Nc2ccnn2C2CCN(Cc3cccnc3)CC2)cc1	-0.1	-1	-5	4	11	2.4	3.3	-15	-1	0.8
NC(=O)C1CCN(C2CC(=O)N(c3cccc(F)c3)C2=O)CC1 (stereo not given)	-0.9	0	1	5	-58	2.2	0.4	-17	.	1.1
O=C(CCNS(=O)(=O)c1ccccc1)NCCCc1ccccc1	0.8	0	3	3	9	.	.	-17	0	0.6
CC(C)(C)S(=O)(=O)c1ccccc1-c1noc(-c2ccccc2)c1C(N)=O	.	.	.	.	.	0.4	-1.3	.	3	3.0
C#CCNc1c(C)c(C)nc2ncnn12	-0.5	-1	3	-6	8	0.2	-3.2	-9	.	2.2
O=C(c1cnccn1)N1CCc2ccccc21	-0.7	-1	1	4	4	0.0	-1.6	-2	.	3.1

# Looked up by structure from the entries so far, four records:
Structure	CAL PDZ FP	DAGLB inh	Tat transport	Rtt109 Vps75	PfHsp90 set2	AddAB inh	E coli growth	PvdQ acylase	Wnt act	phage Ecoli inh
CC(C)C(=O)c1cn(CC(=O)NCc2ccc3c(c2)OCO3)c2ccccc12	-0.2	-3	0	-6	-9	-3.0	-0.9	-3	-3	1.3
CC(C)(C)S(=O)(=O)c1ccccc1-c1noc(-c2ccccc2)c1C(N)=O	.	.	.	.	.	0.4	-1.3	.	3	3.0
NC(=O)C1CCN(C2CC(=O)N(c3cccc(F)c3)C2=O)CC1 (stereo not given)	-0.9	0	1	5	-58	2.2	0.4	-17	.	1.1
C#CCNc1c(C)c(C)nc2ncnn12	-0.5	-1	3	-6	8	0.2	-3.2	-9	.	2.2

# Continuation.
Structure	CAL PDZ FP	DAGLB inh	Tat transport	Rtt109 Vps75	PfHsp90 set2	AddAB inh	E coli growth	PvdQ acylase	Wnt act	phage Ecoli inh
Cc1nc(Nc2nc(CSc3nc4ccccc4[nH]3)cc(=O)[nH]2)nc2ccccc12	-0.3	2	8	10	-22	0.0	-1.1	-6	.	1.2
C[C@H](CO)N1C[C@H](C)[C@@H](CN(C)C(=O)Nc2ccc(C(F)(F)F)cc2)Oc2c(NS(=O)(=O)c3cccs3)cccc2C1=O	-0.2	5	3	7	-8	3.1	1.0	-8	-1	0.6
O=C(COC(=O)[C@H](Cc1ccccc1)NC(=O)c1cccs1)Nc1c(Cl)cccc1Cl	-1.1	1	0	5	3	1.6	0.2	-16	.	1.8
COc1cc(CNc2ccc3[nH]c(=O)[nH]c3c2)cc(Cl)c1OCC(=O)NC(C)(C)C	-1.3	-1	6	30	12	0.8	-1.2	1	.	2.1
OCc1cn(-c2ccccc2)nc1-c1ccc(-c2nn(-c3ccccc3)cc2CO)cc1	.	-8	5	-5	3	2.4	2.9	5	-2	1.5
COc1cc(-c2nnc3sc(-c4cccs4)nn23)cc(OC)c1OC	-1.5	-2	3	-7	-8	-0.4	-2.0	-1	4	1.7
Cc1ccc(NC(=O)c2oc3ccc(S(=O)(=O)N4CCOCC4)cc3c2C)cc1C	0.3	1	-6	5	-3	2.0	0.5	1	.	-1.6
Cc1ccc(OCC(=O)NNC(=O)c2ccc(-n3cncn3)c([N+](=O)[O-])c2)cc1	-1.1	0	-3	-1	.	-1.5	-1.7	-11	0	3.5

# Later entries.
# Below each compound: CAL PDZ FP, DAGLB inh, Tat transport, Rtt109 Vps75, PfHsp90 set2, AddAB inh, E coli growth, PvdQ acylase, Wnt act, phage Ecoli inh
- Cc1ccc(S(=O)(=O)N2CCCN(C(=O)c3cc4ccccc4[nH]3)CC2)cc1
  -2.5, 1, -4, -6, 14, -2.4, -3.0, -10, 9, -3.1
- CCN(CC)CCN1C(=O)C2C(C(=O)Nc3cccc(C)c3)C3C=CC2(O3)C1C(=O)NC1CCCC(C)C1C (stereo not given)
  -1.6, 1, 1, 1, 7, 0.8, 0.6, -17, -1, 1.5
- COc1ccccc1CN1C[C@@H]2C[C@@H](c3ccc(Cl)cc3)N3CCC[C@@]23C1=O
  -2.4, -8, 3, 0, 6, 4.6, 3.0, -13, ., 2.4
- CCCOC(=O)C[N+](C)(C)CCOC1CC2CCC1(C)C2(C)C (stereo not given)
  0.4, 1, 23, -7, -2, 1.1, 0.2, 9, -2, -0.5
- CCN(c1ccccc1)S(=O)(=O)c1cc2c(cc1C)N(C)CCO2
  0.2, 3, -1, -2, 5, 3.1, 0.2, -14, -2, 2.7
- CC(C)(C)OC(=O)N1CCC(NC(=O)c2[nH]cnc2C(=O)N[C@@H](Cc2ccccc2)C(=O)OCc2ccccc2)CC1
  0.7, -5, 0, 1, -21, 0.6, 0.0, -6, -3, 2.4
- CCOC(=O)C1C(c2cccc(F)c2)NC(=S)NC1(O)C(F)(F)F (stereo not given)
  -0.6, -1, -4, -1, -25, 0.2, -0.9, -1, -3, 3.7
- O=C(O)CSCCn1cccn1
  -1.3, 2, -10, -6, -5, -0.5, 0.4, -16, ., 4.6
- CCc1ccc(OCc2nnc(-c3ccccc3Br)o2)cc1
  -0.3, -11, 11, 10, -19, 1.6, -2.5, -15, 1, 3.4
- CC(CCc1ccccc1)NC(=O)CN1CCc2ccccc2C1 (stereo not given)
  -0.1, -2, 24, -4, -11, -1.5, -3.2, 6, 3, 2.2
- COc1cccc(CN2C(=O)c3ccccc3S2(=O)=O)c1
  -1.8, -3, 3, -5, 16, 5.0, -0.1, 4, -2, -0.5
- CC1(C)CC(N2CCCCC2)=CC(=[N+]2CCCCC2)C1
  -0.2, 0, -2, -3, -8, 1.9, 0.6, -10, 6, -0.6
- CCn1c(COc2ccc(C)cc2)nnc1SCC(=O)Nc1ccc2c(c1)OCCO2
  0.1, -1, -5, -8, -9, 1.1, -0.2, -11, ., 4.6
- CCOC(=O)c1[nH]c2ccc(Br)cc2c1NC(=O)CCN1CCC(C(=O)OCC)CC1
  -2.1, -1, -7, -10, -10, -1.2, -3.9, -1, -6, 1.8
- CCOC(=O)CSc1nc(N)c(C#N)c(-c2cccs2)c1C#N
  -0.5, -4, -13, -16, -10, 4.5, 0.3, 5, ., 2.4
- CCn1nc(C)c(Oc2ccccc2O)c1C
  ., 0, -3, 1, ., 1.5, 0.6, -3, -6, 0.1
- CCOC(=O)N1CCN(C(=O)/C(=C\c2ccc(SC)cc2)NC(=O)c2ccccc2)CC1
  1.2, 1, -5, -18, -16, -0.7, -1.9, -7, 1, 1.3
- CCc1cc2c(=O)n(CC(C)C)cnc2s1
  -0.9, -2, -5, 6, 10, 0.7, -0.1, 8, 0, 3.2
- CCCSc1ccc2nc(NC(=O)OC)[nH]c2c1
  0.0, 2, -7, 4, -3, -0.9, -0.3, -9, 8, 3.0
- COc1cc2c(cc1OC)C1=C(C#N)CCC(=O)N1CC2
  -1.3, -1, -7, -13, -3, -1.0, -2.1, -2, -3, 1.4
- CCc1ccc(Nc2ncnc3nc[nH]c23)cc1
  -1.1, 0, -10, -6, 0, 3.0, 2.6, -26, 47*, 3.1
- Cn1nccc1C(=O)N/N=C/c1c(O)ccc2ccccc12
  -4.2, 4, 0, -49, -12, -5.4, -4.3, -19, 3, -2.3
- O=C(O)C1Nc2c(Cl)cc(Cl)c(Cl)c2C2C=CCC12 (stereo not given)
  -0.7, 11, 3, -1, -46, 0.9, -1.8, -8, -1, -0.9
- Cc1nn(C(=O)C2CC2)c(C)c1Sc1ccc(Cl)cc1
  0.2, -5, 4, -8, 11, 2.8, 0.7, -16, ., -0.6
- CN1CC(=O)N2C(c3ccc(Cl)cc3)c3[nH]c4ccccc4c3C[C@H]2C1=O (stereo not given in full)
  0.5, 4, -4, 2, -21, -1.2, -2.1, -11, 15, 1.8
- Cc1[nH]n(-c2ccccc2)c(=S)c1C=Nc1ccc([N+](=O)[O-])cc1
  -2.7, 0, -4, 29, -5, 2.4, 2.0, -6, ., 4.4
- Cc1nn(C)c(C(=O)Nc2ccn(C34CC5CC(CC(C5)C3)C4)n2)c1[N+](=O)[O-]
  0.9, -3, 20, 5, -4, 2.5, -1.7, 5, -4, 2.7
- CC(CC(=O)O)CC(=O)N1CCN(S(=O)(=O)c2cccs2)CC1 (stereo not given)
  -0.2, -2, -2, -5, -1, 1.4, 2.6, -4, -3, 0.1
- COc1ccccc1NC(=O)CCSc1nc(C)cc(C)n1
  -0.5, -2, -1, -1, ., 1.0, 0.1, -1, 0, 1.6
- NC(=O)c1c(-c2ccccc2)oc2ccc(O)cc12
  -0.6, 0, -5, -4, 22, -0.2, -2.6, 0, -1, 3.4
- CN(CCc1ccccc1)Cc1nc(-c2cnccn2)no1
  -0.7, -1, 0, -7, 3, 0.2, 1.1, -8, 0, -2.4
- CC(C)(C)NC(=O)c1cccnc1Sc1ccccc1
  0.0, 1, -4, -11, 6, 2.4, -0.2, -1, 2, 2.9
- Cc1ccc(-n2c(SCC(=O)O)nc3sc4c(c3c2=O)C(C)CCC4)cc1 (stereo not given)
  -4.0, 6, -10, -7, -9, 0.1, -2.9, 14, 2, 1.0
- CCCCn1c(N)c(N(CC(C)C)C(=O)CSc2nn(-c3ccc(F)cc3)c(=S)s2)c(=O)[nH]c1=O
  -0.4, 6, -16, -16, ., ., ., -20, -3, -1.6
- CC(Sc1nnc(C(C)Oc2ccccc2F)o1)C(=O)NCc1ccc2c(c1)OCO2 (stereo not given)
  -0.4, -2, -1, 6, 3, 0.1, 0.9, -9, 2, 2.0

# High-throughput results as filed in PubChem BioAssay.
